MOR-DOR ag – OPRM1-OPRD1 heterodimerization agonism; 340,000 tested, 0.3% active; activation, % at 9.3 µM; cells, luminescence; AID 504326; in the data active = activation above about 18%;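 note: 0% = vehicle-treated cells and 100% = reference agonist; values of inactives mirror those of a sister screen read the other way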
Target sequence (P35372 whole entry, looked up): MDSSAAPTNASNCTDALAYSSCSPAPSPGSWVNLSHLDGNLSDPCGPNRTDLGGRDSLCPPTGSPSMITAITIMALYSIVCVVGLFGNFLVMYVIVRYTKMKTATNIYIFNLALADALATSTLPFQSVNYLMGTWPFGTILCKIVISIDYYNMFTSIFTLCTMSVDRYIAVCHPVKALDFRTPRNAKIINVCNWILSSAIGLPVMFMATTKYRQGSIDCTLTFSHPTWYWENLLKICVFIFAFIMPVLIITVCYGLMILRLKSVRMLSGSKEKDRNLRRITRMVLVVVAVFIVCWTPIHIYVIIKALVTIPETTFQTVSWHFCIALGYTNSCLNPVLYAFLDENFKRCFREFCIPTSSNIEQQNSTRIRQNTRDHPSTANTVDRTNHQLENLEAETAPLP
Target sequence (P41143 whole entry, looked up): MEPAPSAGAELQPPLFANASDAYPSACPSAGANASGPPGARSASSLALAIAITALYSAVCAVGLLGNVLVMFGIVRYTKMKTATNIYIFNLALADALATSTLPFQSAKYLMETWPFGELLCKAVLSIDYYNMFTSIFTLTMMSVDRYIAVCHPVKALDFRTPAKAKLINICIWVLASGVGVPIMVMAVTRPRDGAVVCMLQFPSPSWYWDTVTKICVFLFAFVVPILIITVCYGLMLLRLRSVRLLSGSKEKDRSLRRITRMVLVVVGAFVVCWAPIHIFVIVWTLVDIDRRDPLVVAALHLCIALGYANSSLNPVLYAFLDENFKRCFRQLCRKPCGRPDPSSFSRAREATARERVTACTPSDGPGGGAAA
PKA-R1A activ – activates the PKA-R1A holoenzyme complex. PKA-R1A dissociation, Cy5-IP20 fluorescence polarization; scaled: DMSO 0%, 113 µM cGMP 100%. activation, % at 11.4 µM. 340,000 tested, 0.083% active. AID 504707;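 active = percent activation above the mean of all tested compounds plus 3 SD, cut at about 19% in these data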;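 note: higher means more PKAc released from R1A so a rise in polarization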
E coli growth – reduces bacterial viability in AddAB counter-screen. inhibition, % at 11.9 µM. AID 449728. 330,000 tested, 0.27% active. E. coli V3065 growth, OD600 absorbance, 18 h;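 active = inhibition above the campaign's mean inhibition across all tested compounds plus 3 SD, cut at about 9.9% in these data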;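 note: uninfected addAB+ strain grown without phage in ampicillin broth; 0% = DMSO wells and 100% = ciprofloxacin 0.95 µg/ml wells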
HTR5A ag ctr – activates human HTR5A in OPRM1-OPRD1 agonist counter-screen; activation, % at 9.3 µM; 340,000 tested, 0.61% active; HTR5A agonist assay, luminescence, cell-based; P47898; in the data active = activation mostly above about 9.5%, no sharp cut-off; inactive = mostly below about 7.6%;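 note: 0% = cells with vehicle only and 100% = reference agonist; strong numbers were not always called active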
SUMO Mot1 rescue – inhibitors of SUMOylation pathway: yeast Mot1-301 growth rescue | S. cerevisiae Mot1-301 growth rescue, ATP luminescence, 38.5C; percent above DMSO median, 100 means doubled | growth rescue, % at 18.8 µM | 320,000 tested, 1% active | AID 2716;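 active = every valid replicate shows activation above 250% relative to neutral control wells; inactive = the rest, any valid replicate at or below 250%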;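 note: OY570 slx delta 5 strain wells were the positive control but not used for scaling; some compounds called inactive have numbers as strong as hits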
PfHsp90 set2 – reduces growth (ATP signal) of yeast expressing P. falciparum Hsp90 | S. cerevisiae expressing PfHsp90, BacTiter-Glo ATP, 48 h; yeast lacking PDR1 and PDR3 efflux regulators | inhibition, % at 9.4 µM | 310,000 tested, 0.32% active;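 active = every replicate shows inhibition above about 80%, whatever the replicate mean, limit read from the data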;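 note: 0% = DMSO neutral controls and 100% = 20 µM radicicol positive controls; yeast relying on Plasmodium falciparum Hsp90 in place of its own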
AddAB inh – less growth of phage-infected E. coli with AddAB. 330,000 tested, 0.29% active. inhibition, % at 11.9 µM. E. coli expressing H. pylori AddAB, absorbance growth. AID 435030; in the data active = inhibition above about 12%;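 note: 0% = vehicle wells of infected cells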
Pemphigus Ab inh – blocks pemphigus antibody binding to human desmoglein-3; P32926; 310,000 tested, 0.48% active; binding (percent of control), % at 10 µM; DSG3-coupled beads, scFv-anti-DSG3-GFP binding, flow cytometry; hits give low values; AID 588358;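 active = binding more than 3 SD below its plate's average and above zero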;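 note: hits lower antibody fragment binding to DSG3; some compounds called inactive have numbers as strong as hits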
MOR-DOR inv ag – inverse agonist of human OPRM1-OPRD1 heterodimerization. inhibition, % at 9.3 µM. 340,000 tested, 0.21% active. P35372+P41143. cell-based MOR-DOR heterodimer luminescence, inverse agonism; in the data active = inhibition above about 22%, passing the limit was not always enough;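 note: 0% = cells with DMSO and 100% = wells without cells with DMSO; values of inactives mirror those of a sister screen read the other way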
HTR5A inv ctr – inverse agonist of human HTR5A in OPRM1-OPRD1 counter-screen; P47898; HTR5A cell line, luminescence, inverse agonism; inhibition, % at 9.3 µM; 340,000 tested, 0.083% active; in the data active = inhibition mostly above about 23%, no sharp cut-off; inactive = mostly below about 18%;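 note: 0% = cells with DMSO and 100% = no-cell wells with DMSO; some compounds called inactive have numbers as strong as hits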
phage Ecoli inh – E. coli growth loss with phage present | inhibition, % at 11.9 µM | AID 651602 | 360,000 tested, 0.26% active | growth absorbance; in the data active = inhibition above about 11%
Starred values were filed as active, the others as inactive; / = not tested or not shown.

Results follow in this order: MOR-DOR ag	PKA-R1A activ	E coli growth	HTR5A ag ctr	SUMO Mot1 rescue	PfHsp90 set2	AddAB inh	Pemphigus Ab inh	MOR-DOR inv ag	HTR5A inv ctr	phage Ecoli inh
- O=C(NC1CCS(=O)(=O)C1)c1ccccc1C(=O)c1ccccc1 (stereo unspecified)
  -3.8	-1	-1.8	0	-27	/	3.9	94	19	-1	2.0
- COc1ccc(-c2c(-c3cc(OC)cc(OC)c3)sc3ccc(OC)cc23)cc1
  -1.2	-7	-0.4	-4	-7	-14	2.1	101	7	11	3.4
- CCN1C(Nc2ccccc2)=NC[C@@H]1Cc1ccccc1
  -1.3	-12	1.2	2	222	10	2.3	108	6	-17	4.6
- Cc1[nH]c2ccccc2c1/C=N/n1cnnc1
  -1.1	0	-2.3	-2	432	13	1.9	109	5	19	2.4
- COc1cc(Cl)ccc1OCc1cc(C(=O)NCc2cc(C(C)C)no2)no1
  -1.4	7	1.2	-1	-5	0	-0.3	99	8	23	1.2
- COc1ccccc1-n1c(=O)[nH]c2c(C(N)=O)nc(CC(C)C)nc21
  0.2	5	-0.3	-1	-5	5	-1.4	115	-1	3	1.1
- O=C(CN1C(=O)NC2(CCCCC2)C1=O)NCC(=O)Nc1ccc(F)c(F)c1
  -3.6	-12	1.1	0	-1	-6	2.9	92	19	-1	0.9
- COc1cc2c(cc1NC(=O)c1ccco1)CCCC2
  3.4	-16	1.1	1	9	-3	-0.1	107	-20	0	1.4
- O=C(COC(=O)COc1ccccc1F)NCCc1ccc(F)cc1
  -0.7	-3	-1.2	9	/	1	1.8	/	3	-22	2.6
- O=C(COc1ccc2ccccc2c1)Nc1ccc(S(=O)(=O)N2CCCCCC2)cc1
  -0.4	5	1.9	3	-9	-11	0.5	99	2	-4	2.6
- O=C(NCC1CCCO1)c1cc2c([nH]c3ccccc32)c(-c2ccc(F)cc2)n1 (stereo unspecified)
  1.3	4	-1.5	3	8	6	2.2	/	-6	-2	0.0
- CCOc1ccc(C(=O)N2CCc3ccccc32)cc1OCC
  -2.6	-14	0.3	0	-7	-2	0.3	103	13	-1	3.8
- O=C1CCC(C(=O)N2CCSCC2)CN1CCc1cccc(F)c1 (stereo unspecified)
  -0.5	-3	-0.2	1	4	3	-0.3	97	3	-8	2.8
- Cc1cccc(NC(=O)c2ccc(OC3CSC3)cc2)c1
  3.0	6	1.5	5	-51	0	2.9	99	-16	11	4.7
- O=C(c1cnn2c(C(F)(F)F)cc(-c3ccc(F)cc3)nc12)N1CCc2ccccc2C1
  -0.2	-4	-1.9	-2	-20	4	0.1	102	1	2	-1.8
- COc1cc(C(=O)NNC(=O)CN2C(=O)NC(C)(c3ccc(C)cc3)C2=O)cc(OC)c1OC (stereo unspecified)
  -1.3	5	-0.3	0	-3	-33	-0.5	100	5	-16	1.5
- Cc1ccc(C(=O)Nc2cccc(Oc3ccccc3)c2)o1
  0.1	-16	6.5	5	/	10	1.6	112	0	-14	3.3
- Cc1cccc(NC(=O)CS(=O)(=O)c2cn(C)c3ccccc23)c1C
  0.9	-7	1.3	0	295	/	-0.9	/	-6	-1	3.7
- O=C(OCc1ccccn1)c1ccc(COc2ccc3ccccc3c2)o1
  0.6	-12	0.2	9	-7	-30	-0.2	98	-3	1	2.7
- Cn1c(C(O)C(O)c2ccccc2)nc2ccccc21 (stereo unspecified)
  -1.6	-2	-1.6	-5	-6	8	-1.6	106	11	-6	4.5
- COc1ccc(-c2csc3ncnc(N4CCN(S(=O)(=O)c5ccccc5C#N)CC4)c23)cc1
  -2.8	0	1.1	6	189	-10	-1.2	98	14	0	2.8
- CNC(=O)NC(=O)C(C)OC(=O)c1oc2ccccc2c1CSc1ccc(Cl)cc1 (stereo unspecified)
  -0.3	-11	0.3	4	-10	-10	-2.4	84	2	10	5.0
- CCN(CC)S(=O)(=O)c1ccc(N2CCCC2)c(NC(=O)c2ccc([N+](=O)[O-])o2)c1
  4.9	-11	-1.8	0	3	8	-1.3	90	-24	2	0.8
- Cc1cc(C)n(-c2nc(NCCCN(C)C)c3c4c(sc3n2)COC(C)(C)C4)n1
  /	/	0.7	/	4	/	3.6	108	/	/	0.4
- O=C(Oc1c(CN2CCOCC2)cc(Cl)c2cccnc12)c1cccs1
  0.4	9	-8.3	-4	-23	15	-1.9	/	-2	10	-3.4
- CCCCOc1ccc(CSc2nc(C)[nH]c2[N+](=O)[O-])cc1[N+](=O)[O-]
  /	/	3.6	/	22	/	-1.5	96	/	/	1.2
- O=C(CC(NC(=O)c1ccccc1)c1ccccc1)Nc1cccc2ccccc12 (stereo unspecified)
  -0.9	2	-1.5	1	-12	-5	-0.5	101	4	-11	4.2
- C=CC[N+](C)(C)CC(=O)OCc1ccccc1
  -4.2	6	-2.1	2	6	20	-2.4	96	21	-4	5.7
- Cc1ccc(OCC(=O)N(C)CC(=O)N(CC(C)C)c2c(N)n(CC(C)C)c(=O)[nH]c2=O)c(C)c1
  -1.1	-6	0.0	1	/	3	-1.6	116	6	-3	5.4
- O=[N+]([O-])c1ccc2nc(-c3ccccc3[N+](=O)[O-])[nH]c2c1
  -0.9	-1	0.0	5	120	19	5.8	106	7	-13	6.6
- O=C1c2ccccc2OCOc2ccccc21
  -2.8	-1	-0.2	-4	24	4	0.1	119	13	-5	2.6
- CC(=O)N1c2ccc(C)cc2Sc2c1ccc1ccccc21
  5.0	-11	/	-3	/	-29	/	/	-24	11	0.8
- COc1ccc(NC(C)=O)cc1S(=O)(=O)N1CCN(Cc2cccs2)CC1
  -2.1	7	1.3	3	128	/	-0.8	108	8	-1	0.1
- CNC(=S)NNC(=O)c1ccc(=O)n(Cc2cccc(C(F)(F)F)c2)c1
  /	/	-2.6	/	-13	4	-1.0	104	/	/	2.1
- O=C1NC2(CCCCC2)CO1
  -0.3	0	-0.1	1	10	8	0.3	/	2	-10	1.4
- COC(=O)Nc1ccc(S(=O)(=O)N2CCN(C)CC2)cc1
  -0.9	3	0.1	-2	6	-19	2.3	94	5	-5	-1.0
- O=C(c1cc2cc(Cl)ccc2[nH]1)N1CCN(Cc2ccc3c(c2)OCO3)CC1
  6.9	4	0.1	1	59	8	1.5	106	-37	-6	2.2
- Clc1ccc(-c2ccn[nH]2)cc1
  -0.4	-9	0.3	-1	-12	5	1.6	103	2	-7	6.1
- Cc1cccc2c(=O)c(C(=O)N3CCCCCC3)c[nH]c12
  -0.7	-1	-4.2	1	-20	3	-0.5	/	4	13	0.3
- O=C1c2ccccc2N2C(=O)c3ccccc3C2N1Cc1ccccc1 (stereo unspecified)
  -2.0	-9	0.9	-2	-4	1	1.8	87	11	10	-0.7
- CCCSc1nc(N)c2c3c(sc2n1)CN(C)CC3
  0.6	1	1.7	3	-1	-7	-0.5	128	-3	-6	/
- Cc1cc(Br)ccc1OCCCCNC(C)(C)C
  -1.1	-6	-0.1	-1	34	5	1.8	103	7	17	2.6
- O=C(COC(=O)C1(c2ccc(F)cc2)CCCC1)N1CCc2ccccc21
  0.6	-6	-1.0	10	-4	-2	2.5	102	-3	-36	1.0
- COc1ccc(-c2oc(=O)c3cc(OC)c(OC)cc3c2/C=C/c2ccc(OC(C)=O)cc2)cc1
  -0.3	7	3.3	3	3	15	0.1	99	2	-22	0.6
- Cc1ccc2c(c1)C1C[N+](C)(CC(=O)c3ccccc3)CCC1N2C(=O)c1ccccc1Cl (stereo unspecified)
  /	4	0.0	/	-2	-3	0.3	92	/	/	-0.2
- Nc1c(C(=O)O)cnn1-c1ccccc1
  -1.4	5	-1.3	-3	57	-18	-0.8	99	8	7	3.0
- CN(C(=O)COC(=O)COc1ccccc1Cc1ccccc1)c1ccccc1
  2.7	-8	-0.1	3	-10	/	0.8	100	-17	7	2.6
- CC(OC(=O)Cc1coc2cc3c(cc12)CCC3)C(=O)NC(N)=O (stereo unspecified)
  1.1	3	3.1	2	/	1	0.9	107	-6	-6	3.2
- COc1ccccc1N1CCN(C(=O)CSc2nnc(-c3ccoc3C)o2)CC1
  0.6	-1	0.3	0	110	19	-0.4	90	-3	9	-5.4
- CCOC(=O)C1CCCCN1C(=O)c1cc2ccc(OC)cc2c2cc(OC)c(OC)cc12 (stereo unspecified)
  -3.0	-6	/	21	/	-30	/	104	17	-61	2.1

Going on with the list.
Results follow in this order: MOR-DOR ag	PKA-R1A activ	E coli growth	HTR5A ag ctr	SUMO Mot1 rescue	PfHsp90 set2	AddAB inh	Pemphigus Ab inh	MOR-DOR inv ag	HTR5A inv ctr	phage Ecoli inh
- O=C(c1cnn(-c2nc3ccccc3s2)c1)c1ccccc1O
  -0.2	-15	0.5	4	-1	8	0.2	8.3*	1	-10	1.7
- Cc1cc(S(=O)(=O)N2CCCC(N3CCOCC3)C2)c(C)cc1Cl (stereo unspecified)
  0.9	-6	-1.2	0	421*	10	3.0	119	-5	-1	-0.5
- CC(C)=CCc1c(O)cc2oc3c(CC=C(C)C)c(O)c(O)c(CC=C(C)C)c3c(=O)c2c1O
  3.2	3	1.0	7	14	13	8.7	95	-17	3	4.3
- CCOC(=O)C(C)S(=O)(=O)c1ccc(C(F)(F)F)cn1 (stereo unspecified)
  -1.7	4	0.5	7	-1	53	0.4	109	8	-10	1.1
- N#Cc1ccccc1NC(=O)CN1CCOCC1
  -2.1	1	1.0	2	-11	7	3.4	91	10	-6	2.2
- CCOC(=O)c1c(-c2ccc(Cl)cc2)csc1NC(=O)CNCc1ccco1
  3.7	-12	-1.2	-1	-2	-16	-2.8	97	-19	11	-2.2
- CCOc1ccc(NS(=O)(=O)c2cc(C(=O)NCCCN3CCCC3=O)ccc2C)cc1
  -3.0	-4	-1.1	-3	-14	11	0.8	/	12	7	1.9
